POLI inh: blocks human DNA polymerase iota activity. Pol iota fluorescent replication assay, 10 min. Potency, µM (highest dose often 115 µM), for inactives: at the highest dose activity, negative = inhibition, actives largely listed as inhibitors. actives 1% (n = 390,000); note: potency is the fitted concentration of half-maximal effect
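Pol iota at 10 nM preincubated 15 min with compounds at room temperature; reaction started with fluorescent substrate, 50 nM final. Fluorescence read kinetically at 0 and 10 min; buffer-only wells as negative control.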
APEX1 inh: inhibitors of human APE1 endonuclease; recombinant APE1, TAMRA/BHQ-2 abasic DNA cleavage fluorescence; Potency, µM (top dose mostly 65.8 µM), for the others: top-dose activity change, negative = inhibition, hits mostly inhibitors; actives 0.35% (n = 350,000);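 note: potency is the fitted concentration of half-maximal effect; plate controls were vehicle for no effect and reference inhibitor for full effect; nearly all actives have a fitted effect of over 55% in size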
Target sequence (P27695 whole entry, looked up): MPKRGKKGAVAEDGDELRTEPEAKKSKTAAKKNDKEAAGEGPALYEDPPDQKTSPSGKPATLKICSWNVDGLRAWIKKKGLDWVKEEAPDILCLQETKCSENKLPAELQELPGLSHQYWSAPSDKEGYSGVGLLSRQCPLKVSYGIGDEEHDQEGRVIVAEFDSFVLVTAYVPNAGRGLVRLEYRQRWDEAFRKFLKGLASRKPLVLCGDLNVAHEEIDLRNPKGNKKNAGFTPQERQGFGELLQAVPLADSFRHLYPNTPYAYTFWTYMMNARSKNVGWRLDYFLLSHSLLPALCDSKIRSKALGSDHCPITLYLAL
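Endonuclease cleavage of a quenched abasic-site DNA duplex (50 nM) by APE1 (0.75 nM) was tracked by TAMRA dequenching. Compounds were preincubated with enzyme 15 min at room temperature; data normalized to buffer-only and DMSO wells plus NSC13755 control.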
Pol kappa inh: DNA polymerase kappa (human) inhibition | Q9UBT6 | purified Pol kappa, fluorescent DNA synthesis assay, 10 min | Potency, µM (titrated, usually from 107 µM), for the others: at the top dose activity, negative = inhibition, actives largely listed as inhibitors | actives 0.53% (n = 400,000); note: potency is the fitted concentration of half-maximal effect; % is set by controls: 0 for no effect and ±100 for the full control effect
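Kinetic fluorescence screen: compound preincubated 15 min RT with 10 nM enzyme; 50 nM substrate (final) initiates; reads at 0/10 min.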
POLB inh: blocks human DNA polymerase beta activity. P06746. Pol beta primer extension/strand displacement, fluorescence kinetic. Potency, µM (titrated, usually from 114 µM), inactives show top-dose activity change, negative = inhibition, hits mostly inhibitors. actives 1.3% (n = 340,000). AID 485314; note: potency is the fitted concentration of half-maximal effect; % is set by controls: 0 for no effect and ±100 for the full control effect
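Human Pol beta at 10 nM; strand-displacement substrate 50 nM final. Compound exposure 15 min at room temperature before start, reaction 10 min at room temperature.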
ERG-DNA inh: ERG Ets/DNA interaction inhibition. P11308. fluorescence polarization, His-ERG Ets domain / labelled DNA. Potency, µM (top dose mostly 76.9 µM), without a hit: at the top dose FP activity, negative = inhibition, hits mostly inhibitors. actives 0.028% (n = 370,000). AID 624246; active = well fitted inhibition curve with a large enough effect in the polarisation, with a control signal flat; inconclusive = small, poorly fitted or top-dose-only effect, or effect the other way, or a change in a side signal; inactive = no such curve, though single readings can be large or run the other way; the % refers to the polarisation;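 note: polarization taken with two DNA probes labelled with fluorescein and Texas red; potency is the fitted concentration of half-maximal effect; % of control where 0% means no effect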
Target sequence (P11308 whole entry, looked up, the tested form may be a part): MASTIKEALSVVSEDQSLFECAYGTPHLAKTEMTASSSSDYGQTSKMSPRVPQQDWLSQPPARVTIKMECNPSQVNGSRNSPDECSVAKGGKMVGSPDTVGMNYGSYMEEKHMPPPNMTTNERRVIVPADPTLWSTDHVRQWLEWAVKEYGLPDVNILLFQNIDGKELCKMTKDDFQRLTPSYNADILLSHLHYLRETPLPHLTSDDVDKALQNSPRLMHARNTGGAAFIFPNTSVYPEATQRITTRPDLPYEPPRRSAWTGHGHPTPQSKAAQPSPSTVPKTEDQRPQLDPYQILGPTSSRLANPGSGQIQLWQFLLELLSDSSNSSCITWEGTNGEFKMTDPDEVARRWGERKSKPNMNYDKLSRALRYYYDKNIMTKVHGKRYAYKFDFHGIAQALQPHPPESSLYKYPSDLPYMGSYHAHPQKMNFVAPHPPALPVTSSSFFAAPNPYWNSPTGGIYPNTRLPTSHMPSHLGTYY
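His-tagged ERG Ets domain (1 uM in the protein solution; 300mM KCl, 50mM Tris-HCl, 1mM EDTA, 1mM DTT, pH 7.5) received compound, then a probe mix of 5 nM fluorescein-DNA and 100nM Texas-615-DNA. Fluorescence polarization was read for both dyes.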
ALOX12 inh: inhibitors of human 12S-lipoxygenase ALOX12; P18054; purified 12hLO, xylenol orange hydroperoxide absorbance; Potency, µM (highest dose often 108 µM), without a hit: top-dose activity change, negative = inhibition, hits mostly inhibitors; actives 1.1% (n = 580,000); AID 1671190; note: potency is the fitted concentration of half-maximal effect; % is set by controls: 0 for no effect and ±100 for the full control effect
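Purified human 12hLO (150 nM final) in 25 mM Hepes, 0.01% Triton X-100, pH 7.0 was preincubated 15 min at room temperature with compound. Then 40 uM arachidonic acid was added, 30 min. Hydroperoxide was read by Fe-XO absorbance ratio 573/405 nm.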
BLM helicase inh: inhibitors of human Bloom syndrome helicase BLM. actives 0.2% (n = 350,000). recombinant BLM DNA unwinding, fluorescence dequenching. P54132. AID 2528. Potency, µM (titrated, usually from 56.1 µM), for the others: top-dose activity change, negative = inhibition, actives largely listed as inhibitors;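 note: potency is the fitted concentration of half-maximal effect; plate controls were vehicle for no effect and no enzyme for full effect; nearly all actives have a fitted effect of over 35% in size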
TRHR agonist: TRH receptor (human) agonism | TRHR cells, calcium flux fluo-8, FDSS agonist mode | actives 0.18% (n = 360,000) | activation, % at 2 µM | P34981; in the data active = activation above about 30%; note: 0% is about no effect
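Agonist-mode FDSS calcium read (Ex 480/Em 530, 1 s cycles) in 1536-well TRHR cells with fluo-8 dye, after 10-cycle baseline and 23 nL compound addition; TRH at EC20 (10 nM final) added afterwards for the enhancer phase.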
Anesthetic bind: binds horse apoferritin like a general anesthetic; actives 0.074% (n = 350,000); Potency, µM (top dose mostly 77.5 µM), inactives show top-dose activity change, negative = displacement, most hits filed as inhibitors; apoferritin/1-aminoanthracene competitive binding, fluorescence; P02791; note: potency is the fitted concentration of half-maximal effect; % is set by controls: 0 for no effect and ±100 for the full control effect; nearly all actives have a fitted effect of over 20% in size
Target sequence (P02791 2-175 limits assumed): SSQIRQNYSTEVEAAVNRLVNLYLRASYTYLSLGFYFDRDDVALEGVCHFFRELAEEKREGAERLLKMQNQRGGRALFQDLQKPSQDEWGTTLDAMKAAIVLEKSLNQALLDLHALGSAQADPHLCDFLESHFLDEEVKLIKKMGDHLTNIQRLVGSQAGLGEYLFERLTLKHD
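Horse-spleen apoferritin (10 uM) was mixed with 50% saturated 1-aminoanthracene in PBS, exposed to compounds for 10 min at room temperature, and read for fluorescence (ex 380 nm, em 535 nm). Competitive displacement was fitted with a four-parameter Hill equation.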
Active calls of the source: *; i = inactive; ? = inconclusive; · = no result given; & = joins results of further samples; [ ] = remark or other dose. Unless noted, calls come from the whole dose curve; as a rule, active = well fitted curve in the direction sought with a large enough effect; inconclusive = small, poorly fitted or top-dose-only effect, or another doubt; inactive = no such curve, though single readings can be large; an effect the other way counts as inactive or inconclusive. An excerpt (hit frequency here may not be typical).

Every second line gives: POLI inh	APEX1 inh	Pol kappa inh	POLB inh	ERG-DNA inh	ALOX12 inh	BLM helicase inh	TRHR agonist	Anesthetic bind
> O=C(c1cnccn1)N1CCc2ccccc21
  ?	-5%	-18%	?	2%	-3%	-16%	0.0	-12%
> Cc1noc(C)c1CSc1ccccc1C(=O)Nc1nccs1
  -2%	-3%	5%	?	15%	?	3%	0.1	-3%
> CC(C)C[C@H](NC(=O)N1CCn2c1nc1ccccc12)C(=O)NCc1ccccc1
  -2%	-19%	-21%	5%	10%	0%	-7%	0.1	-12%
> O=C(Cn1[nH]c(=O)c2ccccc2c1=O)NC1CCCCCC1
  7%	2%	-6%	2%	1%	85%[activator]	-1%	0.2	-20%
> CN1CCN(C(CNS(=O)(=O)c2ccc(F)cc2)c2cccnc2)CC1 (configuration not stated)
  ?	5%	-8%	2%	-1%	-33%	3%	0.7	-8%
> Cc1cccc2cc(COC(=O)c3ccccn3)c(=O)[nH]c12
  20%	0%	1%	-8%	9%	-3%	3%	0.1	-3%
> O=[N+]([O-])c1ccc2[nH]c3nc4ccccc4nc3c2c1
  ?	-7%	-12%	11%	-4%	16%	-10%	-0.8	8%
> O=C(CSc1nnc(-c2cnccn2)n1Cc1ccco1)c1ccc(Cl)c(Cl)c1
  ?	4%	-6%	5%	4%	-8%	-7%	-0.1	?
> O=C(CSc1nncs1)Nc1ccc2c(c1)OCCO2
  6%	5%	-17%	21%	-1%	-8%	-9%	-0.7	?
> COC(=O)C1CCCN1C(=O)COc1ccc(Cl)cc1Br (configuration not stated)
  17%	8%	-6%	8%	-8%	-16%	1%	0.0	2%
> O=C(Nc1ccccc1)NC1CCCCC1
  2%	27%	-10%	50%	3%	-1%	-4%	0.1	-18%
> Cc1c(C(=O)NCCSCc2cccc(C(F)(F)F)c2)cnn1-c1ccc(F)cc1
  9%	-8%	-8%	-29%	4%	103%[activator]	-12%	0.5	-6%
> COc1ccc2cc3cc(C(=O)N4CCCCC4C)oc3nc2c1 (configuration not stated)
  52%[activator]	-2%	12%	-12%	18%	-24%	2%	-0.3	-11%
> COc1ccc(NC(=O)Oc2cc(C)ccc2C(C)C)cc1
  ?	?	-14%	14%	5%	2%	-5%	-0.2	-10%
> O=C(C=C1NCCN1)c1ccccc1
  37%	·	-5%	·	-7%	-93%	·	·	·
> CCN(C(=O)c1ccc(S(C)(=O)=O)cc1)C12CC3CC(CC(C3)C1)C2
  7%	2%	3%	-4%	1%	-2%	-1%	-1.0	-9%
> COC(=O)c1oc2ccc(Cl)cc2c1N
  9%	-2%	-15%	8%	-1%	-1%	1%	-0.3	1%
> O=C(/C=C\c1ccc(-c2cccc([N+](=O)[O-])c2)o1)N1CCOCC1
  -10%	8%	9%	-20%	11%	-11%	-1%	-2.0	?
> CCOC(=O)C1CCN(Cc2cnc(Oc3ccc(N)cc3)s2)CC1
  0%	-2%	-20%	5%	-2%	-1%	2%	-1.6	-1%
> COc1ccc(F)cc1C(=O)C1CCCN(Cc2cccn2-c2ccccn2)C1 (configuration not stated)
  16%	-2%	-5%	20%	5%	-11%	-12%	0.0	-12%

2 entries drawn at random from those above, as already listed:
Every second line gives: POLI inh	APEX1 inh	Pol kappa inh	POLB inh	ERG-DNA inh	ALOX12 inh	BLM helicase inh	TRHR agonist	Anesthetic bind
> COC(=O)C1CCCN1C(=O)COc1ccc(Cl)cc1Br (configuration not stated)
  17%	8%	-6%	8%	-8%	-16%	1%	0.0	2%
> O=C(Cn1[nH]c(=O)c2ccccc2c1=O)NC1CCCCCC1
  7%	2%	-6%	2%	1%	85%[activator]	-1%	0.2	-20%

The list goes on:
Every second line gives: POLI inh	APEX1 inh	Pol kappa inh	POLB inh	ERG-DNA inh	ALOX12 inh	BLM helicase inh	TRHR agonist	Anesthetic bind
> COc1ccc(NC(=O)CCSc2ccc(C)cc2)cc1
  4%	0%	-18%	-22%	6%	-27%	-6%	-0.3	-5%
> COc1ccc(NC(=O)c2cccc(N3CCCS3(=O)=O)c2)c(OC)c1
  15%	·	-20%	-11%	-3%	?	-4%	-0.3	-1%
> Cc1ccc(S(=O)(=O)Nc2cccc3cccnc23)cc1
  48%[activator]	0%&2%	-13%	5%	-7%	0%	-9%&-9%	-0.5	?
> CCCCC(=O)Nc1nnc(SCC(=O)Nc2ccc(OC)cc2)s1
  66%[activator]	20%	-5%	18%	12%	5%	-7%	0.4	-2%
> COc1ccc(S(=O)(=O)N(CC(=O)NCCC(C)C)c2ccccc2)cc1OC
  24%	-3%	0%	22%	14%	1%	-3%	0.9	-1%
> COc1ccc(Cl)cc1NC(=O)Cn1nc(-c2ccc(C)cc2)n(C)c1=S
  8%	3%	-16%	-1%	3%	0%	-15%	-0.6	-7%
> CC(C)N(Cc1ccccc1)C(=O)CN1C(=O)NC2(CCOc3ccccc32)C1=O (configuration not stated)
  5%	-9%	-8%	·	3%	182%[activator]	·	·	·
> COc1cccc(C2CC(c3cccs3)=NN2C(=O)CCC(=O)O)c1OC (configuration not stated)
  4%	2%	2%	0%	2%	-2%	1%	-1.0	-5%
> Cc1ccc(NC(=O)CN(C)S(=O)(=O)c2cccc3nsnc23)c(C)c1
  -6%	·	-1%	26%	?	-21%	-1%	-1.2	-10%
> Cc1cccc(C)c1NC(=O)CSc1ncnc2nc[nH]c12
  8%	-1%	-3%	11%	·	8%[57.4 µM]	-5%	0.3	-4%
> Cc1ccc(/C=C/C(=O)NCc2cccs2)o1
  114%[activator]	4%	6%	21%	7%	-1%	-3%	-1.0	-9%
> CC1=CC(C)(C)n2c(O)c(N=N)c3c(C)ccc1c32
  11%	9%	0%	-1%	15%	5%	4%	-1.4	-15%
> O=[N+]([O-])c1cc(C(F)(F)F)ccc1Sc1nccn1Cc1ccccc1
  5%	11%	-6%	7%	16%	0%	-10%	0.0	?
> COc1ccc(NC(=O)c2cc(Cl)ccc2Cl)c([N+](=O)[O-])c1
  4%	-2%	-3%	41%	-2%	-4%	-3%	-1.0	-4%
> COc1ccc(C2C(C(=O)/C=C/c3ccco3)=C(O)C(=O)N2CCN2CCOCC2)cc1 (configuration not stated)
  20µM*	-11%	-24%	?	7%	-28%	-10%	0.5	-15%
> COc1cccc(CN2CCC(C(=O)N3CCN(c4ccccc4F)CC3)CC2)c1OC
  6%	-9%	-12%	-2%	-9%	?	-3%	-0.7	4%
> O=C(Cc1cn2ccsc2n1)NCc1ccccc1
  -1%	4%	5%	-23%	·	-6%	-5%	-0.6	-14%
> CC(=O)Nc1ccc(OCC(O)Cn2cncn2)cc1 (configuration not stated)
  89%[activator]	-4%	-18%	100%	-2%	0%	3%	1.1	9%
> C=CCN1C(=O)c2ccccc2NC1c1cc(Br)cs1 (configuration not stated)
  116%[activator]	9%	0%	2%	-13%	-7%	-4%	-1.4	-11%
> Cc1cccn2c(=O)c3cc(C(=O)NCCC4=CCCCC4)n(C)c3nc12
  28%	-14%	-3%	-1%	-6%	-14%	-4%	0.2	2%
> CN(C)c1nc(C#N)nc(N2CCOCC2)n1
  -6%&3%	2%	7%&-6%	1%	0%	379%[activator]	-2%	0.2	-6%
> O=C(Cc1ccccc1)OCC(=O)c1cccc([N+](=O)[O-])c1
  22%	19%	-5%	·	1%	58%[activator]	·	·	·
> O=C(COc1cccc(Cl)c1)Nc1ccc(N2CCOCC2)cc1
  6%	12%	-3%	18%	-1%	i	-5%	0.2	?
> CCC1(C2=CCCCC2)C(=O)NC(=O)N=C1N (configuration not stated)
  39%[activator]	·	5%	·	-1%	-2%	·	·	·
> CCN1C(=O)c2ccccc2S(=O)c2ccc(C(=O)N3CCN(c4cccc(Cl)c4)CC3)cc21 (configuration not stated)
  30%	·	-1%	-14%	-3%	-7%	-8%	0.0	-12%
> Cc1cc(NC(=O)c2ccccc2)c(Cl)cc1N
  17%	11%	-8%	3%	-17%	0%	-5%	-0.8	-4%
> O=C(CSc1nnc(Nc2ccccc2)s1)NN1C(=O)NC2(CCCCC2)C1=O
  13%	-2%	-11%	26%	-8%	-9%	1%	0.1	-10%
> Cc1nc(NC2=NCN(Cc3ccco3)CN2)nc2ccccc12
  ·	2%	·	-11%	·	·	35%[activator]	0.4	-10%
> CC(C)Oc1ccc(S(=O)(=O)N2CCCCC2)cc1NC(=O)CN1C(=O)NC2(CCCC2)C1=O
  32%[activator]	-6%	-8%	·	-2%	-8%	·	-0.2	·
> CC1CCC(C(C)C)C(OP(=O)(c2ccccc2)C(O)c2ccncc2)C1 (configuration not stated)
  7%	6%	-17%	-16%	-1%	16%	-4%	0.1	?
> CCC(C(=O)Nc1ccccc1)n1nc(-c2cc(C)ccc2C)ccc1=O (configuration not stated)
  11%	·	-10%	20%	-3%	?	-3%	-1.1	?
> O=S(=O)(c1ccccc1)c1nc(-c2ccco2)oc1SCc1ccc(F)cc1
  -7%	·	2%	5%	0%	-29%	-4%	2.3	-6%
> c1ccc(Cc2noc(CN3CCN(Cc4ccc5c(c4)OCO5)CC3)n2)cc1
  13%	-2%	6%	20%	9%	-4%	-1%	-0.3	-11%
> Cc1cc(S(=O)(=O)N2CCOCC2)ccc1OCC(=O)Nc1ccc(Br)cc1F
  75%[activator]	3%	8%	3%	-4%	-2%	-1%	0.3	1%
> CCCCNC(=O)CSc1nc2c(sc(=S)n2-c2cc(Cl)ccc2OC)c(=O)[nH]1
  -1%	42%	-10%	19%	9%	-18%	-5%	0.3	5%
> CCc1cccc(OCCCCNCCCOC)c1
  85%[activator]	-2%	-2%	-23%	-13%	-23%	2%	0.4	-8%

Assay outcomes deposited in PubChem BioAssay by National Center for Advancing Translational Sciences (NCATS).
